GLP-1R inv ag = qHTS of GLP-1 Receptor Inverse Agonists (Inhibition Mode); Potency, µM (doses to about 38.3 µM), for the others: at the highest dose activity change, negative = inhibition, usual class: inhibitors; actives 1.6% (n = 410,000); HEK293 GLP-1R CRE-luciferase, luminescence, 24 h; GLP-1R form is constitutively active; Glucagon-like peptide 1 receptor (Homo sapiens), P43220; further: potency means the concentration at half of the fitted maximal effect; on the % scale 0 is the no-effect control and ±100 the full control effect; nearly all actives have a fitted effect of over 55% in size
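Seeding at 200 cells/uL, 12 h culture, 24 hr compound treatment, then luciferase reagent and a luminescence read; cells are HEK293 stably expressing a constitutively active GLP-1R plus cAMP-responsive luciferase.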
aSyn yeast inh = qHTS of alpha-syn Inhibitors | Yeast expressing alpha-synuclein, growth rescue, BacTiter-Glo, 24 h | Potency, µM (titrated, usually from 46.1 µM), without a hit: top-dose growth rescue (activation), actives largely listed as activators | actives 0.14% (n = 370,000); further: potency means the concentration at half of the fitted maximal effect; % of control where 0% means no effect; nearly all actives have a fitted effect of over 65% in size
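Galactose-induced alpha-syn yeast (OD600=0.02, raffinose-pregrown) + pinned cpd, 24 hr, 30 deg C; growth by BacTiter-Glo luminescence. Growth restoration scores as activation.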
TDP43 rescue = qHTS of TDP-43 Inhibitors; TDP-43 expressing yeast growth rescue, BacTiter-Glo, 24 h; Potency, µM (highest dose often 46.1 µM), without a hit: at the highest dose growth rescue (activation), hits mostly activators; actives 1.8% (n = 410,000); further: potency means the concentration at half of the fitted maximal effect; % of control where 0% means no effect; nearly all actives have a fitted effect of over 50% in size
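Readout is BacTiter-Glo luminescence of cell growth, so inhibitors register as activators. TDP-43-expressing yeast at OD600=0.02 in galactose medium, after raffinose pregrowth to mid-log, were incubated with compound for 24 hr at 30 deg C.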
PTHR1 ag = qHTS for PTHR1 Agonists: Primary Screen. Parathyroid hormone/parathyroid hormone-related peptide receptor (Homo sapiens), Q03431. HEK293 GP2 PTHR1 cells, GloSensor cAMP luminescence, 1 h. Potency, µM (doses to about 115 µM), for inactives: at the highest dose activation, actives largely listed as activators. actives 0.075% (n = 410,000); further: potency means the concentration at half of the fitted maximal effect; nearly all actives have a fitted effect of over 55% in size; some results filed as inactive show a strong effect at the top dose; inactives centre near -15; many of its hits are not listed in these tables
Target sequence (Q03431 whole entry, looked up): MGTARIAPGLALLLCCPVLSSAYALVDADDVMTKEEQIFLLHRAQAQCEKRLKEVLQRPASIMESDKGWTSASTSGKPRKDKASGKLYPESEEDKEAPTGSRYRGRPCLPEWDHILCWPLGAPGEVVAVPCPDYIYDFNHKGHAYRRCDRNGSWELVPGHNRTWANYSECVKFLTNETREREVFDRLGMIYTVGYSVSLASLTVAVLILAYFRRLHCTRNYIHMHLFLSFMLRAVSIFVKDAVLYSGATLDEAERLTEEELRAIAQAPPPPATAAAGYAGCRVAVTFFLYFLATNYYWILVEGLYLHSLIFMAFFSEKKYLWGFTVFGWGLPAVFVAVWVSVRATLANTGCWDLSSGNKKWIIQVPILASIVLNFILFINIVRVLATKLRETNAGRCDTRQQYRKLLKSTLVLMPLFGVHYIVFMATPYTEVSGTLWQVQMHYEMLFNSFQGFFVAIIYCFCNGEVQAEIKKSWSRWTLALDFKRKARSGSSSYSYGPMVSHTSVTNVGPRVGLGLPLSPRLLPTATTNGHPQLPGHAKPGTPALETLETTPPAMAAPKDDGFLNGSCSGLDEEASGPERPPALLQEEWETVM
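HEK-293-derived GP2 cells expressing PTHR1 and a GloSensor cAMP reporter, 3,000/well, plated overnight, given luciferin plus IBMX (each 0.5 mM as added) for 1 h at 37 °C, then compound for 1 h at 37 °C. Luminescence was read after 15 min at room temperature.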
FUS yeast rescue = qHTS for Suppressors of FUS Proteinopathy: Primary screen using FUS-linked yeast assay; S. cerevisiae FUS-expressing, growth rescue, OD600, 24 h; Potency, µM (series often up to 76.6 µM), for the others: top-dose growth rescue (activation), most hits filed as activators; actives 0.24% (n = 390,000);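 further: potency means the concentration at half of the fitted maximal effect; plate controls were DMSO vehicle for no effect and reference control for full effect; nearly all actives have a fitted effect of over 55% in size; some results filed as inactive show a strong effect at the top dose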
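Yeast expressing FUS under galactose induction, OD 0.005 in 2% galactose medium; compounds in a dilution series, 24 h at 30C. Growth rescue by absorbance at 600 nm; CP55940 positive control, DMSO negative.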
D3 antag = qHTS of D3 Dopamine Receptor Antagonist: qHTS | max response, negative = inhibition, % | D3R cells, DiscoveRx beta-arrestin luminescence, antagonist mode; hits give low values | D(3) dopamine receptor (Homo sapiens), P35462 | actives 2.5% (n = 360,000) | AID 652054, 2013; in the data active means max response below about -50%; inconclusive means no clear call, values can overlap the other calls; further: on the % scale 0 is the no-effect control and ±100 the full control effect; mostly tested at two doses, the higher about 12 µM
Target sequence (P35462 whole entry, looked up): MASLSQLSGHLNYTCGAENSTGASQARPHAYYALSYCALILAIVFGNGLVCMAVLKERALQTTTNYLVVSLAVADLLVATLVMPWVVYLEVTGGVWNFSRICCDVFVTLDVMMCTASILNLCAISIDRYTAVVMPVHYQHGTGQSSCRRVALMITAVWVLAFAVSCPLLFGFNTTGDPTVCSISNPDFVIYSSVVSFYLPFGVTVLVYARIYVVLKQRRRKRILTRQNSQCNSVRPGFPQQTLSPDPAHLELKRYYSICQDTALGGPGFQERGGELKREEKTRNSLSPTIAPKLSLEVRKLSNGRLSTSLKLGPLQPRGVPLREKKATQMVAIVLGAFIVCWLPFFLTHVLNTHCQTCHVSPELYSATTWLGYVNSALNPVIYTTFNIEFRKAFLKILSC
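Cells expressing the human receptor were seeded at 1500 cells/well, incubated overnight at 37 degrees C in 5% CO2, then exposed to library compounds with dopamine controls for 90 minutes at 37 degrees C before luminescent detection.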
Abeta rescue = qHTS for compounds that reverse cellular toxicity of Amyloid beta (A-beta) peptide in yeast: Primary Screen | actives 0.063% (n = 410,000) | yeast expressing A-beta42, growth rescue, OD600, 48 h; response scale: 0% DMSO, 100% iron-clioquinol control | Potency, µM (doses to about 46.1 µM), without a hit: at the highest dose growth rescue, actives largely listed as activators | AID 1347071, 2019; further: potency means the concentration at half of the fitted maximal effect; nearly all actives have a fitted effect of over 55% in size
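Yeast growth medium received pinned compounds, then yeast cells expressing toxic A-beta were added; plates incubated at 30 C for 48 hr. Growth read as absorbance at 600 nm, normalized to DMSO and equimolar FeCl3 plus clioquinol controls.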
GLP1R ag = qHTS of GLP-1 Receptor Agonists; Glucagon-like peptide 1 receptor (Homo sapiens), P43220; HEK293 GLP-1R CRE-luciferase, luminescence, 4-6 h; cells express a hypersensitive GLP-1R form; Potency, µM (titrated, usually from 45.6 µM), for the others: at the highest dose activation, usual class: activators; actives 0.007% (n = 380,000); AID 624172, 2012; further: potency means the concentration at half of the fitted maximal effect; % of control where 0% means no effect
Akt phos inh = HTS Assay for Inhibitors of Akt Phophorylation: Primary Screen | Neuro2A IGF-stimulated pAkt S473 HTRF, 20 min; hits give low values | activity change, % for hits at 50 µM | actives 0.32% (n = 360,000); in the data active means activity change below about -80%; inconclusive means mostly about -51% to -80%; further: on the % scale 0 is the no-effect control and ±100 the full control effect
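Neuro2A cells (4,500/well, DMEM with 0.5% FBS) were treated with compound at a single 50 µM final concentration, stimulated with 6 nM IGF for 20 min at 37 °C, and lysed. Phospho-Akt Ser473 was read by HTRF as 665/615 ratio ×10^4.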
Numbers without * were called inactive; i = inactive; ? = inconclusive; . = not tested or not shown; & = joins results of further samples; [ ] = remark or other dose. Unless noted, the call rests on the fitted dose curve; in most records, active means well fitted curve in the direction sought with a large enough effect; inconclusive means small, poorly fitted or top-dose-only effect, or another doubt; inactive means no such curve, though single readings can be large; an effect the other way counts as inactive or inconclusive. An excerpt; count on the stated rates, not on these rows.

SMILES	GLP-1R inv ag	aSyn yeast inh	TDP43 rescue	PTHR1 ag	FUS yeast rescue	D3 antag	Abeta rescue	GLP1R ag	Akt phos inh
COc1cccc(C(C)(O)c2nc(-c3cccc(C(F)(F)F)c3)cs2)c1 (configuration not stated)	?	-12%	15%	i	11%	6	-92%[inhibitor]	-6%	i
CC(CCc1ccccc1)NC(=O)CNC(=O)N1CC(=O)Nc2ccccc21 (configuration not stated)	1%	-4%	-4%	i	-3%	0	12%	10%	i
CCOc1cc(CNc2ccc(N3CCN(C(C)=O)CC3)cc2)cc(Br)c1OC	20%	4%	26%	i	39%	-1	16%	18%	i
COC(=O)c1cc(COC(=O)c2nc3nccc(C)n3n2)oc1C	8%	2%	-6%	i	-2%	-9	5%	6%	i
COc1ccc(N(CC(=O)Nc2ccc(F)c(Cl)c2)S(=O)(=O)c2c(C)noc2C)cc1	0%	3%	4%	-12%	26%	8	15%	0%	i
CCN(CC)c1nc2c(c(=O)n(C)c(=O)n2C)n1CCCc1ccccc1	?	20%	?	-18%	17%	12	-19%	13%	i
Cc1c(NC(=O)CSc2ccc(Cl)cc2)cccc1-c1nc2cc(Cl)ccc2o1	18%	-5%	-23%	-19%	3%	-28	-7%	-9%	i
CCOC(=O)C(NC(=O)N(C)C)(Nc1sc(C)c(CC)c1C#N)C(F)(F)F (configuration not stated)	38%[activator]	-2%	6%	i	22%	-17	6%	6%	i
CC(=O)N1c2ccc(S(=O)(=O)N3CCCC3)cc2CC1C(=O)NC(C)C (configuration not stated)	17%	9%	11%	i	-15%	14	-7%	-5%	.
COc1cccc(CNC(=O)CN(c2ccc(C(C)C)cc2)S(=O)(=O)c2c(C)noc2C)c1	-11%&-14%	-1%	4%&14%	-3%&-36%	-26%&-16%	-1	0%&-1%	0%&-2%	i
COc1cccc(-c2csc3nnc(SCC(=O)NCc4cccs4)n23)c1	3%	1%	-22%	-13%	24%	2	-8%	12%	i
NC(=O)c1ccc(N2CCOCC2)nc1	12%	-7%	6%	i	-4%	-3	-13%	-5%	i
CC(O)C(NS(=O)(=O)c1ccc(Cl)cc1)C(=O)OCC(=O)c1c[nH]c2ccccc12 (configuration not stated)	5.6µM*	0%	-15%	-24%	9%	-3	-9%	8%	i
O=C(C[C@@H]1C[C@@H]2c3cc(NC(=O)C4CCOCC4)ccc3O[C@@H]2[C@H](CO)O1)NCc1ccccn1	-3%	0%	0%	-12%	-36%	12	5%	7%	i
Cc1ccc(C(=O)NNC(=O)c2ccncc2)cc1S(=O)(=O)N1CCCCC1	4%	-3%	3%	0%	11%	21	-9%	-1%	i
COc1cccc(NC(=O)CN(C)S(=O)(=O)c2ccc3c(c2)CCC(=O)N3)c1	19%	1%	7%	-4%	-13%	-10	1%	4%	i
CC1(C(=O)Nc2ccc(Cl)cc2)Cc2c(-c3ccc4c(c3)OCO4)ccnc2O1 (configuration not stated)	?	15%	3%	i	5%	-5	14%	17%	i
Cc1ccc(S(=O)(=O)N2CCCCC2CCNC(=O)C(=O)NCCc2ccco2)cc1 (configuration not stated)	?	8%	?	-11%	19%	-1	-14%	11%	i
COc1ccc(OC)c(NC(=O)c2ccc(CSc3nnc(C)s3)cc2)c1	13%	2%	23%	i	17%	6	-3%	18%	i
CCCn1c(-c2ccc(S(=O)(=O)N3CCOCC3)cc2)csc1=Nc1ccc(OCC)cc1	5%	.	-7%	-17%	6%	.	-15%	-1%	.
O=C(O)/C=C/c1ccc(S(=O)(=O)Nc2ccc3[nH]c(=O)[nH]c3c2)cc1	7%	-5%	3%	-1%	4%	-1	-5%	-2%	i
CC(C)CC1NC(=O)N(CC(=O)Nc2cccc(Br)c2)C1=O (configuration not stated)	?	4%	22%	i	2%	-3	-7%	5%	i
Nc1nc2c(-c3ccc(Br)cc3)nnn2c2ccccc12	34%[activator]	-10%	12%	-17%	14%	1	7%	-4%	i
COc1cccc(C2C(C(=O)Nc3ccc(C)cc3C)=C(C)Nc3nc4ccccc4n32)c1OC (configuration not stated)	16%	.	21%	i	-6%	.	-1%	0%	.
CCN(CC(=O)NCc1ccc(Cl)cc1)C(=O)C1CCN(S(=O)(=O)c2ccc(OC)c(OC)c2)CC1	7%	-2%	-5%	-28%	12%	-1	2%	6%	i
Cc1cc(C)cc(NC(N)=S)c1	13%	0%	22%	i	-18%	5	25%	-5%	i
Cc1csc(/C(=N\O)c2csc(C)n2)n1	1%	3%	4%	i	4%	-17	16%	-1%	i
Cc1ccc(C2(c3noc(CN(C)Cc4cccnc4)n3)CCCC2)cc1	?	-1%	1%	-17%	12%	0	2%	22%	i
CCC(C)(C)NC(=O)c1cc(C(=O)OC)cc([N+](=O)[O-])c1	4%	.	-11%	0%	-22%	0	-3%	-9%	.
Cc1nc(CCN2C(=O)c3ccccc3C2=O)cs1	17%	3%	24%	i	4%	-8	0%	3%	i
CCSc1nsc(SCC)c1C(N)=O	22%	4%	16%	i	11%	22	8%	-3%	i
O=C(Nc1ccc(Cl)c(Cl)c1)Nc1ccc([N+](=O)[O-])cn1	-23%	0%	-12%	-14%	-30%	0	-4%	-3%	i
CCC(O)(C#CCN1CCCCC1)CC	9%	6%	13%	i	-47%	-23	0%	-6%	i
Cc1ccc(S(=O)(=O)N(CCC(=O)NCc2ccccc2F)c2ccccc2)cc1	?	5%	0%	-27%	23%	5	22%	10%	i
CC(C)CN(CCCNC(=O)CN1C(=O)COc2ccc(S(=O)(=O)N3CCOCC3)cc21)CC(C)C	9%	7%	16%	i	-8%	18	8%	-2%	i
O=C(/C=C/c1ccc(Cl)cc1)Nn1c(-c2cccs2)nc2ccccc2c1=O	9%	-6%	-3%	-23%	-27%	15	-5%	-3%	i

Ordered by SMILES length (rising): some entries from above
SMILES	GLP-1R inv ag	aSyn yeast inh	TDP43 rescue	PTHR1 ag	FUS yeast rescue	D3 antag	Abeta rescue	GLP1R ag	Akt phos inh
CCSc1nsc(SCC)c1C(N)=O	22%	4%	16%	i	11%	22	8%	-3%	i
CCC(O)(C#CCN1CCCCC1)CC	9%	6%	13%	i	-47%	-23	0%	-6%	i
Cc1csc(/C(=N\O)c2csc(C)n2)n1	1%	3%	4%	i	4%	-17	16%	-1%	i
Cc1nc(CCN2C(=O)c3ccccc3C2=O)cs1	17%	3%	24%	i	4%	-8	0%	3%	i
Cc1ccc(C2(c3noc(CN(C)Cc4cccnc4)n3)CCCC2)cc1	?	-1%	1%	-17%	12%	0	2%	22%	i
CCC(C)(C)NC(=O)c1cc(C(=O)OC)cc([N+](=O)[O-])c1	4%	.	-11%	0%	-22%	0	-3%	-9%	.
O=C(/C=C/c1ccc(Cl)cc1)Nn1c(-c2cccs2)nc2ccccc2c1=O	9%	-6%	-3%	-23%	-27%	15	-5%	-3%	i
COc1cccc(C2C(C(=O)Nc3ccc(C)cc3C)=C(C)Nc3nc4ccccc4n32)c1OC (configuration not stated)	16%	.	21%	i	-6%	.	-1%	0%	.
CC(C)CN(CCCNC(=O)CN1C(=O)COc2ccc(S(=O)(=O)N3CCOCC3)cc21)CC(C)C	9%	7%	16%	i	-8%	18	8%	-2%	i
CCN(CC(=O)NCc1ccc(Cl)cc1)C(=O)C1CCN(S(=O)(=O)c2ccc(OC)c(OC)c2)CC1	7%	-2%	-5%	-28%	12%	-1	2%	6%	i

The list goes on:
SMILES	GLP-1R inv ag	aSyn yeast inh	TDP43 rescue	PTHR1 ag	FUS yeast rescue	D3 antag	Abeta rescue	GLP1R ag	Akt phos inh
Cc1ccc(S(=O)(=O)N2CCC(C(=O)N3CCc4ccccc43)CC2)cc1	0%	-4%	4%	-35%[inhibitor]	14%	4	-21%	-6%	i
CNC(=S)N1CCC(c2nc3ccccc3s2)CC1	10%	-5%	21%	-39%[inhibitor]	8%	-26	23%	3%	i
O=C(CCCOc1ccccc1)NC1CCCc2ccccc21 (configuration not stated)	?	-3%	21%	-7%	.	2	6%	-1%	i
CN(Cc1nccs1)C(=O)C1CCC(=O)N(Cc2ccccc2F)C1 (configuration not stated)	3%	1%	10%	-21%	.	-7	0%	-7%	i
COc1ccc(C2C3C(=O)N(N(C)c4ncc(C(F)(F)F)cc4Cl)C(=O)C3ON2C)cc1 (configuration not stated)	0%	-3%	-5%	-11%	8%	-28	18%	14%	i
COc1ccc(CNc2ccc3c(c2)nc(C)n3C)cc1OC	26%	0%	12%	-28%	-14%	5	-4%	20%	i
O=C(N/N=C/c1ccc2nccnc2c1)c1ccncc1	7%	0%	-1%	i	-3%	-4	-10%	2%	i
CCN(CC(=O)Nc1ccc(NC(C)=O)cc1)C(=O)C(c1ccccc1)c1ccccc1	-21%	1%	15%	-28%	3%	3	7%	-4%	i
COc1ccc(OC)c(-c2csc(NC(=O)Cc3ccccc3)n2)c1	?	-6%	?	i	29%	4	-10%	19%	i

Some of these compounds in order of count of non-hydrogen atoms, smallest number first:
SMILES	GLP-1R inv ag	aSyn yeast inh	TDP43 rescue	PTHR1 ag	FUS yeast rescue	D3 antag	Abeta rescue	GLP1R ag	Akt phos inh
O=C(N/N=C/c1ccc2nccnc2c1)c1ccncc1	7%	0%	-1%	i	-3%	-4	-10%	2%	i
CN(Cc1nccs1)C(=O)C1CCC(=O)N(Cc2ccccc2F)C1 (configuration not stated)	3%	1%	10%	-21%	.	-7	0%	-7%	i
CCN(CC(=O)Nc1ccc(NC(C)=O)cc1)C(=O)C(c1ccccc1)c1ccccc1	-21%	1%	15%	-28%	3%	3	7%	-4%	i

Screening results as filed in PubChem.
